# TAAR1 antag: human TAAR1 antagonism. Q96RJ0. CHO RD-HGA16 TAAR1, Fluo-8 calcium fluorescence, antagonist. inhibition, % at 3 µM. actives 1.5% (n = 360,000);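 active means inhibition above a per-plate cutoff, the mean inhibition of test compounds on that plate plus 3 SD, cut at about 49% in these data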;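 further: 0% = DMSO plus EC80 beta-PEA response and 100% = DMSO alone without agonist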
# Target sequence (Q96RJ0 whole entry, looked up): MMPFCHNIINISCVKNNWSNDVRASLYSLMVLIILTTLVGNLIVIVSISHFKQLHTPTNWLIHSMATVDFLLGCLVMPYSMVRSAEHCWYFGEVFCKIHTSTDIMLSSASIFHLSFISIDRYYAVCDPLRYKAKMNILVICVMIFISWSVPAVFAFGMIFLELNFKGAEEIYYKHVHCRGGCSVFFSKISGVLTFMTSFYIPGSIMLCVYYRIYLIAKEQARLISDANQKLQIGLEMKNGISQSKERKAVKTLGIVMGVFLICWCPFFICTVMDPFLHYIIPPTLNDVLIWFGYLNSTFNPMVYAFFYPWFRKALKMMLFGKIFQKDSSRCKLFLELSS
#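 test system = CHO RD-HGA16 cells bearing hTAAR1 | replication = singlicate | controls = DMSO-only wells and EC80 β-PEA-stimulated wells | reagent = EC80 β-phenethylamine stimulus | read-out basis = percent inhibition of PEA-evoked calcium signal, max/basal emission ratio | schedule = seeding 17-24 h prior, 75-min 37 °C, 30-min RT dye loading | signal = kinetic Fluo-8 calcium fluorescence measurement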
# CRFR2-BP ag: CRF-BP/CRF-R2 complex agonism. HEK293 CRF-R2/CRF-BP, calcium dye fluorescence (FLIPR); percent of saturating CRF peptide response. activation, % at 13.2 µM. actives 0.46% (n = 350,000);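 active means activation of at least 50%, plus an integration ratio under a set limit after plate pattern correction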;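 further: plate controls were neutral control wells without compound for no effect and CRF at EC100 for full effect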
# CRFBP-R2 block: blocks CRF-induced signaling of the CRF-BP/CRF-R2 complex; HEK293 CRF-R2/CRF-BP, CRF-induced calcium fluorescence; inhibition, % at 11.8 µM; actives 0.59% (n = 350,000); AID 588475;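 active means inhibition of the ligand-induced calcium signal above about 50% at the single tested concentration, limit read from the data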
# M5 PAM: positive allosteric modulators of human muscarinic M5 receptor; P08912; CHO-K1 hM5, Fluo-8 calcium, ACh EC20 PAM; 0% = ACh EC20, 100% = ACh EC100; activation, % at 3 µM; actives 0.3% (n = 360,000);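 active means activation above the run cutoff, the mean activation of all test compounds plus 3 SD, cut at about 18% in these data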
#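 system = human M5 receptor in CHO-K1 cells | compound = one concentration, 3 µM final (nominal) | schedule = Post-acetylcholine fluorescence recording 140 s | signal = Fluo-8 calcium dye fluorescence, kinetic read | benchmarks = low control EC20 acetylcholine (0%), high control EC100 acetylcholine (100%) | repeats = singlicate, one well per test compound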
# CHRM5 antagonist: blocks acetylcholine activation of human M5 receptor | P08912 | CHO-hM5 cells, Fluo-8 calcium fluorescence, ACh EC80 | inhibition, % at 3 µM | actives 0.59% (n = 360,000);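 active means inhibition above a per-plate cutoff, the mean of that plate's test compounds plus 3 SD, cut at about 27% in these data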;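 further: 0% = acetylcholine EC80 with DMSO and 100% = DMSO without agonist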
# TAAR1 ag: agonists of human TAAR1; AID 624467; CHO RD-HGA16 TAAR1, Fluo-8 calcium fluorescence; vehicle wells 0%, saturating PEA agonist 100%; actives 0.99% (n = 360,000); Q96RJ0; activation, % at 3 µM;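 active means activation above the mean activation of all test compounds in the run plus 3 SD, cut at about 38% in these data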
#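 Test system: RD-HGA16 (CHO) cells co-expressing Gα16 and hTAAR1 / Benchmarks: DMSO vehicle as 0%, PEA at EC100 as 100% / Repeats: no replicates (n 1) / Measure: % activation from peak over basal fluorescence ratio, DMSO-to-PEA scaled / Timing: 17-24 h plating, Fluo-8 75 min 37 °C, 30 min RT / Technique: kinetic Fluo-8 calcium fluorescence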
# M5 ag: agonists of human muscarinic M5 receptor (CHRM5); P08912; CHO-K1 hM5 cells, Fluo-8 calcium fluorescence; 0% DMSO wells, 100% maximal acetylcholine response; activation, % at 3 µM; actives 0.19% (n = 360,000);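 active means activation above the run's mean over test compounds plus 3 SD, cut at about 23% in these data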;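 further: signal is peak over basal fluorescence ratio across the kinetic read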
# M4 PAM: CHRM4 positive allosteric modulation. AID 624126. CHO-K1 hM4/Gqi5, Fluo-8 calcium fluorescence, ACh EC20; 0% = ACh EC20, 100% = maximal ACh. P08173. actives 0.4% (n = 360,000). activation, % at 3 µM;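 active means activation above its plate's cutoff, the mean activation of sample wells plus 3 SD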; further: some results filed as inactive read as strong as hits
# Target sequence (P08173 whole entry, looked up): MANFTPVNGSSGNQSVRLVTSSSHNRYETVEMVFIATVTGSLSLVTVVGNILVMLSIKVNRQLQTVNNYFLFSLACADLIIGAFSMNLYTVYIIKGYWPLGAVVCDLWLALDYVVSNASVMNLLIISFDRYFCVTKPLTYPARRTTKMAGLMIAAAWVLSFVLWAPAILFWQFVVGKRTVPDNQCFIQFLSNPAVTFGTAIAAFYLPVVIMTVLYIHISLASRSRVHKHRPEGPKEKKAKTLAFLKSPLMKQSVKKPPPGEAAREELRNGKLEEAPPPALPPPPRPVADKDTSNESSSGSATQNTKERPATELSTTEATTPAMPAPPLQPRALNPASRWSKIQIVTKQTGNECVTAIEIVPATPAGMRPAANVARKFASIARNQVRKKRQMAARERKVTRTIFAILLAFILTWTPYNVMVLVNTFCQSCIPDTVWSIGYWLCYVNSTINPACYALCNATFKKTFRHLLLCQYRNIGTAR
# CHO-K1 Ca PAM: counter-screen for M1 PAMs: effect in parental CHO-K1 cells | ATP EC20, Fluo-8 calcium fluorescence; 0% at ATP EC20, 100% at ATP max | activation, % at 3 µM | actives 0.02% (n = 360,000);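 active means activation above the run cutoff, the mean activation of all test compounds plus 3 SD, cut at about 40% in these data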;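 further: peak over basal fluorescence ratio in a 140 s read after ATP addition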
# Starred values were filed as active, the others as inactive; · = not tested or not shown.
SMILES,TAAR1 antag,CRFR2-BP ag,CRFBP-R2 block,M5 PAM,CHRM5 antagonist,TAAR1 ag,M5 ag,M4 PAM,CHO-K1 Ca PAM
COc1cccc(NC(=O)CSc2ccc(-c3ccco3)nn2)c1,-16,-0.2,5,-3,12,1,-3,1,-3
O=C(NCc1ccco1)C1Cc2c(-c3cccc(F)c3)ccnc2O1 (stereo unspecified),-12,·,·,1,9,1,0,1,11
CC(=O)C1=C(O)C(=O)N(Cc2ccco2)C1c1cccc(F)c1 (stereo unspecified),-36,-0.5,1,5,-2,6,0,-4,18
CCCc1cc(=O)oc2cc(OCC(=O)NCCCn3ccnc3)ccc12,-9,2.0,-6,-5,7,1,-9,6,-5
CCOc1ccc2ccccc2c1CNc1nnnn1C,-17,-0.3,0,1,6,0,1,2,30
CCN(C[C@H]1N[C@@](CC)(C(=O)OC)[C@H]2C(=O)N(Cc3ccccc3)C(=O)[C@@H]12)C(=O)Nc1ccc(C(F)(F)F)cc1,-16,0.5,-14,-1,-10,1,2,8,17
CCCSc1nc(N2CCCC2)c2c(c1C#N)CC(C)(C)OC2,17,0.2,-6,3,-4,13,-2,8,3
CC1(C)Oc2ccc(C(=O)Nc3ccccc3)cc2N(CC#N)C1=O,21,2.1,-5,-1,3,7,1,-8,-7
CN(C)S(=O)(=O)c1ccc(Cl)c(C(=O)OCC(=O)NC(=O)c2cccn2C)c1,-1,5.3,-19,-7,5,8,2,0,16
COc1ccc(Cc2nnc(SCC(=O)Nc3ccc(C)cc3)n(N)c2=O)cc1,-32,0.9,-2,-33,101*,3,-10,5,7
CCOc1ccc(CCNC(=O)c2cc(C)on2)cc1OCC,4,-0.6,1,-3,-5,1,-2,21*,7
O=C1CC(c2ccco2)CC(O)=C1C=NCCN1CCN(C(=S)Nc2ccccc2)CC1 (stereo unspecified),2,0.9,-8,-13,7,3,-12,-22,2
Cc1cc(NC(=O)NCc2ccco2)ccc1NC(=O)NCc1ccco1,-4,0.4,5,3,10,2,-2,3,2
Cc1cc2c(cc1S(=O)(=O)Nc1ccc(F)cc1)n(C)c(=O)c(=O)n2C,-11,-7.4,-30,-2,-3,0,2,-1,7
O=C(O)CCC(NC(=S)Nc1ccccc1)C(=O)O (stereo unspecified),-14,-1.9,16,0,8,-1,0,10,17
Cc1cc(C)cc(OCc2nnc(SCC(=O)Nc3ccccc3)o2)c1,5,1.7,-11,-3,4,17,-5,10,14
Cc1ccc(C)c(C(=O)CCC(=O)NNC(=O)c2cccs2)c1,9,-0.3,5,3,1,-1,0,11,18
C=CCN1C(=O)c2ccc(C(=O)NCC(c3ccccc3)N(C)C)cc2C1=O (stereo unspecified),-28,-1.0,8,-14,22,1,-7,-7,-1
CC(C)CCNCC1OCc2ccccc2CO1,8,-0.9,13,-1,-6,1,-1,-2,-12
O=C(O)CSC1CC(=O)N(c2cccc(Cl)c2)C1=O (stereo unspecified),1,-0.3,15,-2,6,1,0,0,12
O=C(CNC(=O)c1ccc(Br)cc1)NC1CC1,-2,1.1,-2,9,-2,3,0,11,9
O=C1C=C(c2ccc(F)cc2OCc2ccccc2)C[C@@H](c2ccc(Cl)cc2)C1,20,6.7,-13,-4,19,11,2,5,-8
O=[N+]([O-])c1ccc2[nH]c(O)c(N=NC3CS(=O)(=O)CC3O)c2c1 (stereo unspecified),3,0.7,-1,-1,5,11,-1,3,21
Cc1ccccc1C(=O)N1CCN(c2ccc(NC(=O)c3ccccc3[N+](=O)[O-])cc2)CC1,-1,4.9,5,-2,-2,11,0,-5,-11
Cc1ccc(NC(=O)Nc2ccc3c(c2)C(=O)OC3)cc1Cl,3,-1.3,-4,14,-5,7,7,0,14
CCc1cc2c(=O)c(-c3ccc(F)cc3)c(C)oc2cc1OCC(=O)O,-4,-0.4,-5,1,6,4,-2,-1,22
O=C(Nc1cccnc1N1CCOCC1)c1cccs1,-25,-0.5,2,5,1,3,3,8,-6
Cc1cccn2cc(CCNC(=O)c3ccco3)nc12,-1,4.1,-25,-8,10,3,5,-4,17
CCn1cc(CN2CCC(C(=O)Nc3ccc(Oc4ccccc4F)cc3)CC2)cn1,3,1.5,-25,0,0,4,0,-11,6
O=C(O)CCCCCCCCCCCNC(=O)NC12CC3CC(CC(C3)C1)C2,9,-0.5,-1,11,0,10,5,12,-3
Cc1ccc(C(=O)OCC(=O)NCc2ccco2)cc1,-8,0.8,38,5,-5,4,0,1,6
N/C(=N\OC(=O)COc1ccccc1)c1cccnc1,-6,-1.0,1,8,-7,2,6,-6,8
COc1ccc(-n2nc3ccc(N)cc3n2)cc1Cl,0,-1.3,-4,3,3,0,3,4,11
CCCS(=O)(=O)NC(=O)C1(C)CCN(C(=O)c2ccc3c(c2)OCO3)C1 (stereo unspecified),10,·,·,1,-5,1,0,-2,-1
CSc1cccc(NC(=S)N(CCC(C)C)C2CCN(C(C)=O)CC2)c1,1,-0.8,-19,-9,3,3,0,2,-6
COc1ccc(NC(=O)CSCC(=O)Nc2ccc(S(=O)(=O)N3CCCCC3)cc2)cc1,-16,0.4,-8,-1,7,4,-2,-3,0
Cc1c(C)n(C(=O)CN2CCN(c3ccccc3)CC2)c2ccccc12,-3,-0.6,0,1,-4,2,0,-2,-2
Cc1ccc(NC(=O)NC(=O)COc2ccc(Cl)cc2Cl)c(C)c1,-7,0.7,-14,-3,-1,0,0,-7,19
Cc1cccc(NC(=O)CN2CCN(C(=O)c3ccc(OCc4cn5ccccc5n4)cc3)CC2)c1C,4,-1.8,6,-8,10,5,3,-6,-11
CCCCN(C)C(=O)c1sc(=O)n(Cc2ccccc2F)c1C,7,·,·,-4,-3,-1,-4,4,4
C=CCC1C=C(Cc2ccccc2)CC(CC=C)N1 (stereo unspecified),9,-3.4,-18,-3,11,5,-8,-2,-3
Cc1ccc(C2C(C#N)=C(N)Oc3n[nH]c(-c4cccs4)c32)cc1 (stereo unspecified),1,0.1,-1,-2,6,18,-3,4,-6
CC(=O)c1cccc(NC(=O)N[C@@H](CC(C)C)C(=O)O)c1,7,-5.0,2,3,-6,8,1,4,1
CCn1cc2nc(SCC(=O)Nc3ccc(F)cc3F)n(Cc3ccccc3)c(=O)c2n1,17,-0.3,-3,-3,5,9,2,-2,15
COc1ccccc1CNC(=O)CN(C)S(=O)(=O)c1ccc(F)cc1,8,2.7,-10,-3,7,2,-2,2,-2
Cn1nc(C(F)(F)F)cc1C(=O)Nc1ccc(-c2ccno2)cc1,1,2.6,-41,-3,1,7,1,1,-12
COc1ccc(O)c(C(=O)CC(=O)c2ccccc2C)c1,-12,-1.2,-15,3,8,8,-6,2,10
c1ccc(Sc2nc(N3CCCCC3)nc(N3CCCCC3)n2)nc1,4,5.5,-17,4,2,6,-3,9,19
CC(=N\NC(=O)c1ccc([N+](=O)[O-])cc1)/C(=N/O)C(=O)Nc1ccccc1,-8,2.1,-31,-4,10,7,-1,-8,-20
Cc1cnc(C(=O)Nc2ccccc2-c2nnn(CC(=O)NC3CCCC3)n2)cn1,-9,-2.0,35,5,3,1,-4,7,-9
# The list continues.
SMILES,TAAR1 antag,CRFR2-BP ag,CRFBP-R2 block,M5 PAM,CHRM5 antagonist,TAAR1 ag,M5 ag,M4 PAM,CHO-K1 Ca PAM
CC1CCN(C(=O)c2nc[nH]c2C(=O)O[C@H](C)c2ccccc2)CC1,4,6.8,5,-13,10,10,5,2,19
O=C1NC(c2ccccc2)=N/C1=C/c1ccco1,-17,-0.3,6,1,0,0,0,3,4
CCCCOc1ccccc1NC(=O)CSc1nnnn1C(C)(C)C,6,0.6,18,-5,5,10,-2,-5,16
COCC(C)NC(=O)COc1ccc(Cl)cc1Cl (stereo unspecified),6,-0.8,7,7,2,3,0,7,17
Cc1ccn2c(NC3CCCCC3)c(C(C)C)nc2c1,-1,0.2,1,-2,-1,9,-12,2,13

# Assay outcomes (PubChem BioAssay)
